SRC1 TRFRET art: TR-FRET detection interference compounds, primary screen, artefact control for PPARgamma SRC-1 recruitment agonists, biochemical, TR-FRET emission ratio | TR-FRET detection artefact counter-screen; hits give high values | TR-FRET ratio at 8 µM | 99,000 tested, 0.34% active | AID 1051, 2008; in the data active means TR-FRET ratio above about 2300; further: inactives centre near 1800
SRC3 TRFRET art: TR-FRET detection interference compounds, artefact control for PPARgamma SRC-3 recruitment agonists, biochemical, TR-FRET ratio; TR-FRET artefact counter-screen, PPARgamma/SRC-3 format; hits give high values; TR-FRET ratio at 8 µM; 99,000 tested, 0.39% active; AID 1048, 2008; in the data active means TR-FRET ratio above about 2000; further: inactives centre near 1600
Numbers without * were called inactive. A portion of the library, so the mix of outcomes need not match the whole.

SMILES | SRC1 TRFRET art | SRC3 TRFRET art
CCCC(C)C(=O)Nc1ccc(S(=O)(=O)Nc2nccc(C)n2)cc1 (stereo unspecified) | 1718 | 1510
COc1ccc([N+](=O)[O-])cc1NCc1ccccc1 | 1742 | 1771
Cc1cc(/C=N/NC(=O)C(O)(c2ccccc2)c2ccccc2)c(C)n1-c1ccc(C(=O)O)cc1 | 1792 | 1657
NNC(=O)c1cc2nc(-c3cccs3)cc(C(F)(F)F)n2n1 | 1972 | 1859
CCCCNC(=O)c1c(O)c2cccc3c2n(c1=O)CCC3 | 1761 | 1365
c1cc2c(cc1-c1[nH]ncc1CN1CC3C[C@@H]4CC1C[C@H](C3)C4)OCO2 | 1719 | 1649
COc1ccc(Oc2cc(C)nc(Cl)n2)nn1 | 1792 | 1650
O=C(CCS(=O)(=O)c1cccc2nsnc12)N1CC(=O)N(CCc2ccccc2)C(=O)C1 | 1696 | 1326
Brc1ccccc1OCCOc1cccc2cccnc12 | 1556 | 1546
COCCn1c(C)cc(/C=C2/NC(=O)N(c3cccc(Cl)c3)C2=O)c1C | 1966 | 1483
COc1ccc(C(=O)Nc2cc(C)on2)cc1 | 1357 | 1536
Cc1nc2ccccc2c(C)c1C(=O)c1ccccc1 | 1997 | 1610
Cc1ccc(NC(=O)COC(=O)C2CC3C=CC2C3)cc1S(=O)(=O)N1CCCCC1 (stereo unspecified) | 1624 | 1637
CCC(CO)NC1=CC(=O)CCC1 (stereo unspecified) | 1818 | 1623
Cc1ccc2nc(SCC(=O)c3c(C)[nH]c4ccccc34)[nH]c2c1 | 1856 | 1529

The last 3 compounds of the section before come first, to join the parts:
SMILES | SRC1 TRFRET art | SRC3 TRFRET art
Cc1ccc(NC(=O)COC(=O)C2CC3C=CC2C3)cc1S(=O)(=O)N1CCCCC1 (stereo unspecified) | 1624 | 1637
CCC(CO)NC1=CC(=O)CCC1 (stereo unspecified) | 1818 | 1623
Cc1ccc2nc(SCC(=O)c3c(C)[nH]c4ccccc34)[nH]c2c1 | 1856 | 1529
O=C(O)COn1c(-c2ccccc2)nc2ccc(Cl)cc21 | 1717 | 1733
CCCC(=O)Nc1cccc(NC(=O)CN2CCN(c3ccccc3OC)CC2)c1 | 1984 | 1424
NC(=O)c1ccc(C(F)(F)F)n(Cc2ccc(F)c(F)c2)c1=O | 2150 | 1568
CC(=O)Nc1ccc(C(=O)OCC(=O)NC2CCCCCCC2)cc1 | 1715 | 1446
COc1cccc(C(C(=O)NCC2CCCO2)N(CC2CCCO2)C(=O)CN2C(=O)c3ccccc3S2(=O)=O)c1 (stereo unspecified) | 1933 | 1356
COc1ccc(C)cc1NC(=O)CN1CCN(c2ccccc2F)CC1 | 1842 | 1825
COc1ccc(-n2nc(N)c(C(N)=O)n2)cc1 | 2004 | 1661
O=C(NCc1ccccc1)C(c1ccc(F)cc1)N(Cc1cccs1)C(=O)c1cnccn1 (stereo unspecified) | 1637 | 1396
CCOC(=O)N1CCN(C(=O)CCCn2c(=S)[nH]c3ccsc3c2=O)CC1 | 1984 | 1647
CCN(CC)C(=O)CCSc1nnc(-c2ccncc2)o1 | 1918 | 1635
CCOC(=O)C1CCN(S(=O)(=O)c2ccc(CC)cc2)CC1 | 1752 | 1508
O=C(CSc1nc2[nH]ncc2c(=O)[nH]1)c1ccccc1 | 1765 | 1552
COc1cc(OC)cc(C(=O)Nc2ccc(S(=O)(=O)Nc3ncccn3)cc2)c1 | 1834 | 1627
CCOC(=O)CN1C(=O)CN(c2ccc(C)cc2)C1=O | 1690 | 1757
Cn1c(/C=C(\C#N)C(N)=S)ccc1-c1ccc(Br)cc1 | 1794 | 1582
CC(=O)N1C(c2ccccc2O)C[C@]2(C)CC(=O)NC12 (stereo partly specified) | 1990 | 1628
Cn1ccnc1SCC(=O)c1ccc(Cl)cc1 | 1749 | 1507
COC(=O)/C(=C/c1ccc2c(c1)c1ccccc1n2C)NC(=O)c1ccccc1 | 1744 | 1477
CCSC1=NCCN1C(=O)Cc1ccc(-c2ccccc2)cc1 | 1949 | 1649
CCOC(=O)CC1(C)SC(NC(C)=O)=NN1C(C)=O (stereo unspecified) | 1553 | 1514
COc1ccc2cc(CCNC(=O)c3ccc4c(c3)OCO4)c(=O)[nH]c2c1 | 2094 | 1668
COc1cc(-n2c(=O)c3ccccc3n(CC(=O)c3ccc(F)cc3)c2=O)cc(OC)c1OC | 1642 | 1599
C=CCN(c1cccc(C(F)(F)F)c1)S(=O)(=O)c1cccc(C(=O)OCC(=O)NC(N)=O)c1 | 1873 | 1783
COc1cc(CNc2nnnn2C)ccc1OCc1c(F)cccc1Cl | 1600 | 1596
O=C(c1ccco1)N1CCN(S(=O)(=O)c2cccc3nsnc23)CC1 | 2184 | 1596
O=C1CCCC/C1=C/NCc1ccc(F)cc1 | 1781 | 1485
CC(=O)N1CCN(S(=O)(=O)c2cccc(C(=O)Nc3nccs3)c2)CC1 | 1911 | 1762
CCOC(=O)c1cc(CC)sc1/N=C/C1C(=O)CC(C)(C)CC1=O | 1565 | 1583
Cc1cc(C)nc(N2CCCC(C(=O)NCc3ccccc3F)C2)n1 (stereo unspecified) | 1655 | 1378
CCOc1ccc(NC(=O)NNC(=O)c2ccc(Cl)cc2Cl)cc1 | 1642 | 1403
CCc1nnc(NS(=O)(=O)c2ccc(N/C=C/C(=O)c3ccc(OC)cc3)cc2)s1 | 1651 | 1561
CC1CCN(C(=O)CNC(=O)c2cccc(OC(F)F)c2)CC1 | 1996 | 1406
CN(C)c1nc(N(C)C)nc(N(C#N)CN2C(=O)c3ccccc3S2(=O)=O)n1 | 1863 | 1621
CC(=O)Oc1ccccc1C1=NN(C(C)=O)C(c2ccccc2)C1 (stereo unspecified) | 1784 | 1389
Cn1c(C(=O)NCCN2CCN(c3ccccc3F)CC2)cc2c(=O)n(C)c3ccccc3c21 | 1780 | 1547
CCCCN(C(=O)NC(=O)Nc1ccc(C)cn1)S(C)(=O)=O | 1933 | 1656
O=S(=O)(NC1CCCCC1Sc1ncccn1)c1ccc(Cl)cc1 (stereo unspecified) | 1596 | 1509
CC(C)(C)OC(=O)NC(CO)c1cn([C@@H](Cc2cc3ccccc3[nH]2)C(=O)N2CCN(C(=O)OC(C)(C)C)CC2)nn1 (stereo partly specified) | 1635 | 1425
COc1ccc(-c2csc(Cc3nnc(N4CCOCC4)n3-c3ccccc3)n2)cc1 | 1863 | 1354
Cc1cccc(C)c1NC(=S)NCCSc1ccc(Cl)cc1 | 1885 | 1531
CC1=CCC(C(=O)O)C(C(=O)Nc2cccnc2)C1 (stereo unspecified) | 1709 | 1652
COc1ccc(S(=O)(=O)N2CCCCC2)cc1NC(=O)c1ccc([N+](=O)[O-])o1 | 1777 | 1511
CC(C(=O)Oc1ccc2c(c1)OCO2)N1C(=O)c2ccccc2C1=O (stereo unspecified) | 1796 | 1420
CC(NS(=O)(=O)/C=C/c1ccccc1)C(=O)NCCc1ccc(S(N)(=O)=O)cc1 (stereo unspecified) | 1998 | 1442
COc1ccc(CNC(=O)COC(=O)CCC2CCCCC2)cc1 | 1591 | 1457

Quoted from the listing.
`CC(NS(=O)(=O)/C=C/c1ccccc1)C(=O)NCCc1ccc(S(N)(=O)=O)cc1` (stereo unspecified) in SRC3 TRFRET art is entered as 1442
`CCc1nnc(NS(=O)(=O)c2ccc(N/C=C/C(=O)c3ccc(OC)cc3)cc2)s1` in SRC1 TRFRET art is entered as 1651

(further entries)
SMILES | SRC1 TRFRET art | SRC3 TRFRET art
Cc1ccc(NC(=S)N2CCN(C)CC2)c(C)c1 | 2067 | 1538
Cc1ccc(N2C(=O)Nc3ccc(Br)cc3C2(O)C(=O)NCCCN(C)C)cc1C (stereo unspecified) | 1528 | 1551
CC(C)(CO)C(O)C(=O)NCCC#N (stereo unspecified) | 1885 | 1532
O=C(NC1CCCCCCC1)C1CCN(S(=O)(=O)N2CCCC2)CC1 | 1770 | 1462
CC(C)NS(=O)(=O)c1ccc(OCC(=O)Nc2ccc3c(c2)OCO3)cc1 | 1756 | 1676
CC(C)N(Cc1ccccc1)C(=S)Nc1cccnc1 | 1914 | 1604
CCOC(=O)Cn1cncc1-c1ccc([N+](=O)[O-])cc1 | 1735 | 1431
Cc1cccc(-n2cc(-c3ccc([N+](=O)[O-])cc3)[nH]c2=S)c1 | 1729 | 1449
N#Cc1ccc(COC(=O)c2ccccn2)cc1 | 1743 | 1444
Brc1cc2c(cc1/C=N/Nc1nc(N3CCOCC3)nc(N3CCOCC3)n1)OCO2 | 1695 | 1446
CC(=O)Nc1cc(C(=O)N2CCc3ccccc3C2)ccc1Sc1ccc(F)cc1 | 1753 | 1584
COCCNc1nc2nonc2nc1NC(C)c1ccccc1Cl (stereo unspecified) | 1652 | 1663
Cc1cccc(N2C(=O)CS/C2=N\NC(=O)c2cccnc2)c1C | 1702 | 1588
COc1cccc(/C=C/C(=O)N2CCN(c3n[nH]c(=O)[nH]c3=O)CC2)c1OC | 1969 | 1657
Nc1n[nH]c(N)c1N=Nc1ccc(F)cc1 | 2199 | 1689
Cc1cc(NC(=O)CSc2c(C)[nH]c3ccccc23)no1 | 1825 | 1656
O=C1N/C(=N\N=C\c2cccs2)SC1Cc1ccc(Cl)cc1Cl (stereo unspecified) | 1716 | 1658
CC(=O)c1ccc(Oc2nc3c(c(=O)n(C)c(=O)n3C)n2C)cc1 | 1788 | 1539
CCSc1cc(N2CCOCC2)nc(-c2ccccc2)n1 | 1613 | 1465
CCOC(=O)c1ccc(N=C2SC(C(=O)NC)CC(=O)N2Cc2ccc(F)cc2)cc1 (stereo unspecified) | 1778 | 1695
CCOC(=O)N/N=C/c1cccc(Cl)c1Cl | 1794 | 1351
CC(C(=O)OCC(=O)Nc1cccc(S(=O)(=O)N2CCOCC2)c1)N1C(=O)c2ccccc2C1=O (stereo unspecified) | 1971 | 1715
NC(=O)CC[C@@H]1NC(=O)C(Cc2ccc(O)cc2)NC(=O)c2cc([N+](=O)[O-])cc(F)c2NCCC[C@@H](C(N)=O)NC1=O (stereo partly specified) | 1680 | 1642
COC(=O)NCC12CC3CC(C1)CC(CNC(=O)OC)(C3)C2 | 1834 | 1637
O=[N+]([O-])c1ccc(/C=N/n2c(CO)nc3ccccc32)s1 | 1955 | 1775
CCOc1ccc2nc(NC(NC(C)=O)(C(=O)OC)C(F)(F)F)sc2c1 (stereo unspecified) | 1558 | 1737
C/C(=N\NC(=O)c1c(Cl)c(C)nn1C)c1ccc(NC(=O)c2ccncc2)cc1 | 2086 | 1678
CCOc1ccccc1C=Nc1ccccc1C(=O)Nc1ccccc1 | 1660 | 1845
CC1CN(C(=O)c2cn3ccccc3n2)CC(C)O1 (stereo unspecified) | 1716 | 1471
CC(C)(C)SCCNC(=O)/C=C/c1ccc(F)cc1 | 1639 | 1511
COC(=O)CN1C(=O)N/C(=C/c2ccc(OC)cc2)C1=O | 1734 | 1598
CCCCC(=O)Nc1sc2c(c1C#N)CC(C)(C)OC2 | 1941 | 1791
NC(=O)COC(=O)c1cc(-c2cccs2)nn1-c1ccccc1 | 1919 | 1534
CC(C)n1c2ccccc2c2cc([N+](=O)[O-])ccc21 | 1947 | 1700
COc1ccc(-c2ccc(CO)o2)cc1N | 1724 | 1549
CCOc1ccccc1N(CC(=O)NCc1ccccc1)C(=O)CCC(=O)Nc1cc(C)ccn1 | 1804 | 1617
CC(=O)NC(CCS(C)(=O)=O)C(=O)Nc1ccc2c(c1)OCO2 (stereo unspecified) | 1792 | 1392
Cc1ccc(/C=N/NC(=S)NCCc2ccccc2)s1 | 1973 | 1480
COC(=O)c1cc(C(=O)OCC(=O)N(C)C2CCS(=O)(=O)C2)cc([N+](=O)[O-])c1 (stereo unspecified) | 1623 | 1556
COC(CNS(=O)(=O)c1ccc(S(=O)(=O)N2CCCC2)cc1)OC | 1630 | 1398
COc1ccc(/C=N/NC(=O)c2ccncc2)cc1Cn1nc([N+](=O)[O-])c(Br)c1C | 1841 | 1555
CC(C)C(NS(=O)(=O)c1ccccc1)C(=O)OCc1cc([N+](=O)[O-])cc2c1OCOC2 (stereo unspecified) | 1540 | 1661
COC(=O)C1CC(O)CN1S(=O)(=O)c1cccs1 (stereo unspecified) | 1639 | 1721
COc1ccc(Nc2nc(N)nc(CN3CCN(c4ccc(F)cc4)CC3)n2)cc1 | 2427* | 1573
O=C(O)c1cccc(CSc2n[nH]c(-c3ccc(Cl)cc3Cl)n2)c1 | 1826 | 1367

By substructure: the compounds so far with a CF3 group (4)
SMILES | SRC1 TRFRET art | SRC3 TRFRET art
NNC(=O)c1cc2nc(-c3cccs3)cc(C(F)(F)F)n2n1 | 1972 | 1859
NC(=O)c1ccc(C(F)(F)F)n(Cc2ccc(F)c(F)c2)c1=O | 2150 | 1568
C=CCN(c1cccc(C(F)(F)F)c1)S(=O)(=O)c1cccc(C(=O)OCC(=O)NC(N)=O)c1 | 1873 | 1783
CCOc1ccc2nc(NC(NC(C)=O)(C(=O)OC)C(F)(F)F)sc2c1 (stereo unspecified) | 1558 | 1737

More records
SMILES | SRC1 TRFRET art | SRC3 TRFRET art
COCCn1c(SCC(=O)N2CCC(C)CC2)nc2ccccc2c1=O | 1976 | 1629
Cc1ccccc1C(=O)N/N=C/c1ccc(Sc2ccccn2)o1 | 1841 | 1483
CCCCCN1N=C(C)CC1=O | 2066 | 1632
Cc1sc2nc(CSCC(=O)Nc3ccc(OC(F)F)cc3)[nH]c(=O)c2c1C | 2032 | 1418
CC(=O)N/N=C(\C)c1cccc(C(F)(F)F)c1 | 1817 | 1684
COc1ccc(/C=N/NC(=O)c2ccc(NC(=O)c3cccc([N+](=O)[O-])c3)cc2)c(OC)c1 | 1705 | 1533

Structural class: the compounds so far containing a COOH group (4)
SMILES | SRC1 TRFRET art | SRC3 TRFRET art
Cc1cc(/C=N/NC(=O)C(O)(c2ccccc2)c2ccccc2)c(C)n1-c1ccc(C(=O)O)cc1 | 1792 | 1657
O=C(O)COn1c(-c2ccccc2)nc2ccc(Cl)cc21 | 1717 | 1733
CC1=CCC(C(=O)O)C(C(=O)Nc2cccnc2)C1 (stereo unspecified) | 1709 | 1652
O=C(O)c1cccc(CSc2n[nH]c(-c3ccc(Cl)cc3Cl)n2)c1 | 1826 | 1367

From PubChem
